TNF necrop inh: inhibitors of TNF-alpha induced necroptosis in Jurkat FADD-/- cells | Jurkat FADD-/- TNF necroptosis rescue, ATP luminescence, 24 h; 0 = TNF only, 100 = no-TNF cells | AID 463075 | 0.068% of 220,000 active | activation (protection from cell death), % at 10 µM;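 active = activation, meaning protection from cell death, of at least 50% relative to plate controls; inactive = activation below 50%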;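 note: necroptosis triggered by 40 ng/mL TNF-alpha added together with compound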
Hck-Nef inh: blocks Nef-activated human Hck kinase; P08631; 0.68% of 220,000 active; inhibition, % at 20 µM; Recombinant Hck-YEEI plus Nef, Z-Lyte FRET kinase assay; AID 463187;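 active = Hck-Nef kinase inhibition above about 50%, limit read from the data; inactive = inhibition below that limit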;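 note: 0% = DMSO with Hck plus Nef and 100% = Hck alone without Nef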
Rad51 HR inh: blocks human Rad51 in homologous recombination. 0.085% of 200,000 active. Q06609. inhibition, % at 10 µM. hRad51 DNA strand exchange, fluorescence dequenching;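 active = inhibition above 40% at the single screening dose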;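 note: 0% = DMSO control wells and 100% = blanks with heterologous ssDNA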
Target sequence (Q06609 whole entry, looked up): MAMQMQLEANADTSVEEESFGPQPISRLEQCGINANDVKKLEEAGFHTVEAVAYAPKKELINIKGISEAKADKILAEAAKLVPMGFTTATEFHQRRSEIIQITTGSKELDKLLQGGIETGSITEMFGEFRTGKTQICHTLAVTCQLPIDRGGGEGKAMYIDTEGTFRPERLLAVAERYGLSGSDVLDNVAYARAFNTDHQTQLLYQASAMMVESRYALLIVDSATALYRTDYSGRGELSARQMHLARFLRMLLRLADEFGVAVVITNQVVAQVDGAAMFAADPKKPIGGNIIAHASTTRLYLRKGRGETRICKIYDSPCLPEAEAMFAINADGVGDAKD
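Read-out basis: percent inhibition relative to plate controls and blanks / Assay system: human Rad51 nucleoprotein filaments preassembled on unlabelled ssDNA / Timing: filaments 15 min 37 °C, then compound 30 min / Control set: per-plate controls and blanks / Technique: fluorescence dequenching at 485/520 nm / Compound: 10 µM final, single point / Also added: Fluorescein- and BHQ1-tagged 47-mer duplex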
KLK5 inh: blocks human kallikrein 5 protease activity; AID 873; Q9Y337; recombinant hK5, fluorogenic AMC substrate cleavage; inhibition, % at 5 µM; 0.59% of 210,000 active;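 active = inhibition of 40% or more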;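 note: 0% = enzyme controls without compound and 100% = no-enzyme blanks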
Thrombin inh: inhibitors of human thrombin | alpha-thrombin, Boc-VPR-AMC fluorogenic substrate cleavage | P00734 | 0.26% of 220,000 active | inhibition, % at 5 µM;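 active = inhibition at or above 40%; inactive = inhibition below 40%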;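 note: 0% = enzyme with no compound and 100% = wells without enzyme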
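Test system: human alpha-thrombin protein / Dosing: one concentration per compound, 5 µM, with 0.2% DMSO / Medium: pH 7.5 Tris-saline with Tween 20 / Benchmarks: no-compound enzyme wells and no-enzyme blanks / Read-out basis: percent inhibition of thrombin substrate cleavage / Timing: reaction at room temperature / Measured by: fluorescence, ex 355 nm, em 460 nm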
zVAD death inh: L929 zVAD cell death inhibition; L929 zVAD necroptosis rescue, ATP luminescence, 24 h; with zVAD 60 µM; viability rescue, % at 10 µM; 0.38% of 220,000 active; AID 1377;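 active = activation, scaled between plate controls, above about 75%, limit read from the data; inactive = activation under that limit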;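 note: 0% = zVAD with DMSO and 100% = DMSO alone without zVAD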
FXIa inh: factor XIa (human) inhibition; P03951; purified FXIa, Boc-Glu-Ala-Arg-AMC fluorogenic substrate; inhibition, % at 5 µM; 0.14% of 220,000 active; AID 798;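 active = inhibition of at least 40%; inactive = inhibition below 40%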;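 note: fluorescence of freed AMC excited at 355 nm; 0% = enzyme without compound and 100% = no enzyme blank; many of its hits are not listed in these tables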
Target sequence (P03951 19-387 limits assumed): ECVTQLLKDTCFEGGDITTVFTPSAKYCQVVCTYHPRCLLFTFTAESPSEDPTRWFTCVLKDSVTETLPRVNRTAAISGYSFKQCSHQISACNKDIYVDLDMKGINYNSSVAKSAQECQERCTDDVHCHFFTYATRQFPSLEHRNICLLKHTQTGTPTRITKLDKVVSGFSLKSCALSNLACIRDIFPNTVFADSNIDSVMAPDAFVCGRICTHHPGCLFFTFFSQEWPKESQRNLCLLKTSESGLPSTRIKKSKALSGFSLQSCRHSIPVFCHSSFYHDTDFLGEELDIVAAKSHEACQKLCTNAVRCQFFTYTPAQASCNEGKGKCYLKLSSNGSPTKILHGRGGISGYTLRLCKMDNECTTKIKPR
Target sequence (P03951 388-625 limits assumed): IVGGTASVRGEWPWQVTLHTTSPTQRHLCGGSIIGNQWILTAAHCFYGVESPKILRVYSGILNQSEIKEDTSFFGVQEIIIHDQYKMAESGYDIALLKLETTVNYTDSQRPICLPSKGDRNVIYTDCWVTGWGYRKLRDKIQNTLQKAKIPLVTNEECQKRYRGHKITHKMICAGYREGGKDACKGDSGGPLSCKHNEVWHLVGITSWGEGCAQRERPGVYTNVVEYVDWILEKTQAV
FXIIa inh 1536: factor XIIa (human) inhibition; inhibition, % at 5 µM; P00748; AID 800; purified FXIIa, Boc-QGR-AMC fluorogenic substrate, 2 h; 0.3% of 220,000 active; in the data active = inhibition above about 40%;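 note: 0% = enzyme with no compound and 100% = blank without enzyme; many of its hits are not listed in these tables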
Cl transport mod: modulates chloride dependent transport by human KCC2. Q9H2X9. KCC2 cells, thallium flux FluoZin-2 fluorescence. B-score of Tl+ flux slope (higher = more flux/activation; lower = inhibition) at 10 µM. 2.2% of 190,000 active;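 active = thallium flux slope and its plate-corrected score both differing from the plate sample mean at a set confidence after two filtering rounds, in either direction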;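 note: slope of fluorescence scaled to starting intensity during 10 to 20 s after thallium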
The depositor's hits bear a star; nt = no result given. The list is partial; count on the stated rates, not on these rows.

Results follow in this order: TNF necrop inh	Hck-Nef inh	Rad51 HR inh	KLK5 inh	Thrombin inh	zVAD death inh	FXIa inh	FXIIa inh 1536	Cl transport mod
(1) Cc1cc(S(=O)(=O)NCc2ccccc2)ccc1OCC(=O)NCC1CCCO1 (stereo unspecified)
→ 1.1	-12	0	-5	-7	0.6	-2	3	-0.58
(2) Cc1cccc(C(=O)NC2CC(C)(C)NC(C)(C)C2)c1
→ -0.5	0	0	-10	4	0.0	1	0	-4.5
(3) NC(=O)CSc1ncnc2c1cnn2Cc1ccccc1
→ -3.1	-2	-4	-7	1	0.0	4	11	nt
(4) CNc1nnc(Sc2ncccc2[N+](=O)[O-])s1
→ -2.9	-12	11	-8	-3	-0.9	4	8	-0.28
(5) COCCn1c(SCC(=O)Nc2ccc(Cl)c(S(=O)(=O)N(C)C)c2)nc2ccccc21
→ -4.2	7	7	-5	1	0.0	7	19	0.29
(6) CCCc1nc2ccccc2c(C(=O)OCC(=O)Nc2cccc(S(=O)(=O)N3CCOCC3)c2)c1CC
→ -6.6	0	2	8	5	-0.3	2	11	-0.13
(7) COc1ccc(NC(=O)C(=O)N2N=C(C(C)C)CC2(O)C(F)(F)F)cc1 (stereo unspecified)
→ -2.0	-1	-3	-26	2	0.5	10	21	nt
(8) COc1ccc(C(=O)NC(=S)N2CCCCC2)cc1
→ 1.4	0	-7	44*	19	0.4	17	33	2.7
(9) CC(=O)N1CCN(S(=O)(=O)c2cccc(C(=O)NC3CCC(C)CC3)c2)CC1 (stereo unspecified)
→ 0.8	22	6	0	nt	0.2	2	5	0.91
(10) O=S(=O)(c1ccc(-c2nnc(SCc3ccccc3)o2)cc1)N1CCCC1
→ 6.7	1	1	-10	-2	0.0	1	16	-0.22
(11) Cc1c(NC(=O)c2ccccc2)c(=O)n(-c2ccccc2)n1C
→ -0.7	9	1	-7	-2	-0.2	-4	5	0.58
(12) Nc1nnc(SCc2coc(-c3ccc(Cl)cc3)n2)s1
→ -0.9	10	11	-8	0	-0.5	-1	13	-0.076
(13) CC(C)c1ccc(NC(=O)C2C3C=CC4(CN(Cc5cccnc5)C(=O)C24)O3)cc1 (stereo unspecified)
→ 1.4	13	3	-5	-11	1.3	-1	-1	0.21
(14) Cc1nn(Cc2ccccc2)c(Cl)c1C(=O)OC(C)C#N (stereo unspecified)
→ -1.6	-42	3	-1	-8	0.2	-4	6	0.034
(15) O=c1cc(CSc2ccc(Cl)cc2)nc(-c2ccccc2)[nH]1
→ 1.4	20	0	1	2	2.5	3	9	-0.2
(16) CCCCCCC(=O)N(O)C1CC(=O)N(Cc2ccccc2)C1=O (stereo unspecified)
→ 7.0	4	-2	-29	-15	0.0	-10	9	0.037
(17) O=C(N/N=C1\CCCc2ccccc21)c1cccc([N+](=O)[O-])c1
→ 0.7	4	nt	-18	1	0.5	0	12	4.4*
(18) O=C(Oc1cccc(C(=S)N2CCOCC2)c1)c1cc([N+](=O)[O-])cc([N+](=O)[O-])c1
→ -0.3	20	-2	-1	-10	12	-7	0	-0.84
(19) Cc1noc(C)c1CSCC(=O)OCC(=O)NC1CCCCC1
→ 0.6	5	2	6	1	1.0	7	17	nt
(20) CCCN(CCC)CC(=O)NCC1(c2ccccc2)CCOCC1
→ -1.3	-2	-12	-11	0	-0.2	5	12	-0.63

(more compounds)
Results follow in this order: TNF necrop inh	Hck-Nef inh	Rad51 HR inh	KLK5 inh	Thrombin inh	zVAD death inh	FXIa inh	FXIIa inh 1536	Cl transport mod
(21) CCSc1nnc(NC(=O)[C@@H](NC(=O)c2ccccc2)C(C)C)s1
→ 1.3	7	9	-23	-9	1.6	4	7	-0.034
(22) O=c1[nH]nc(SCCS(=O)(=O)c2ccc(F)cc2)n1-c1ccccc1
→ 3.2	5	-3	-7	-9	0.2	-5	1	-0.64
(23) Cc1nc(-c2cc(-c3nc(-c4ccc(C(F)(F)F)cc4)no3)no2)cs1
→ 1.5	-2	9	28	-1	0.5	15	6	0.8
(24) CCNC(=O)N1CCN(C(=O)NCC)CC1
→ 0.4	-13	0	-4	-8	2.9	-4	nt	-0.68
(25) NS(=O)(=O)c1ccc(CCNC(=O)CSc2nc3ccccc3c(=O)n2CCC(=O)N2CCCCC2)cc1
→ 0.6	31	11	-4	9	5.2	1	9	0.64
(26) CCCCSC1(SCCCC)N=C(N)C2(C#N)C(c3ccccc3)NC(C)=C(C)C12C#N (stereo unspecified)
→ -2.4	1	-5	2	-19	0.9	3	4	0.52
(27) CCc1ccc(C2=NNC(=Nc3cccc(S(=O)(=O)N(C)C)c3)SC2)cc1
→ 2.5	2	nt	-25	-5	2.4	3	3	0.27
(28) N#CCCn1cc(/C=N/O)c(-c2ccc(Cl)cc2)n1
→ -1.4	2	nt	-3	5	0.2	0	18	-0.36
(29) Cc1nn(Cc2c(F)cccc2Cl)c(C)c1[N+](=O)[O-]
→ 76*	-9	nt	5	1	1.4	5	12	nt
(30) Cc1ccccc1CSCC(=O)Nc1ccccc1-c1ccccc1
→ -0.4	-2	12	40	18	0.3	-6	5	1.4
(31) c1ccc(Cn2nnc3c(N4CCC5(CC4)OCCO5)ncnc32)cc1
→ 1.3	-1	7	-27	-3	2.3	-3	-3	0.79
(32) CCOC(=O)c1nn(-c2ccccc2C)c2nc(-c3ccc(C)cc3)c(C#N)c(=O)n12
→ 0.3	-3	-5	-30	15	-0.8	-11	1	0.56
(33) N#CC1=C(N)N(c2ccc(Br)cc2)C2=C(C(=O)CCC2)C1c1cccnc1 (stereo unspecified)
→ -0.1	3	nt	4	-1	1.1	2	5	-0.85
(34) COc1cccc(Nc2c(F)c(F)c(F)c(F)c2C(=O)O)c1
→ -1.6	7	-3	-4	6	0.2	7	12	1.1
(35) O=C(NC1CCCCC1)C(c1ccc(F)cc1)N(CCN1CCOCC1)C(=O)c1ccc(-c2ccccc2)[nH]1 (stereo unspecified)
→ 2.2	5	12	5	11	0.2	1	8	-0.49
(36) CCN(CC)CCOC(=O)/C=C/c1ccccc1OC
→ 5.4	3	nt	-10	1	0.1	4	12	-0.0041
(37) O=C(O)c1ccccc1C(=O)c1ccc(N2CCCC2)c([N+](=O)[O-])c1
→ -0.3	2	-1	2	3	0.8	5	nt	0.94
(38) CC(C)=Cc1c(O)nc2ccccn2c1=O
→ -0.1	5	-6	0	-7	2.3	-5	6	0.054
(39) O=C(c1cc2c(=O)oc3ccccc3c2s1)N1CCOCC1
→ 0.8	0	0	-3	4	1.6	7	21	0.55
(40) CCN(CC)S(=O)(=O)c1ccc(N2CCOCC2)c(NS(=O)(=O)c2ccc(OC)cc2)c1
→ -0.8	11	6	-2	1	-0.5	-3	10	0.4

Remaining list, next part.
Results follow in this order: TNF necrop inh	Hck-Nef inh	Rad51 HR inh	KLK5 inh	Thrombin inh	zVAD death inh	FXIa inh	FXIIa inh 1536	Cl transport mod
(41) O=C(O)c1cccc(S(=O)(=O)Nc2cccc(S(=O)(=O)N3CCCCCC3)c2)c1
→ 1.2	20	5	8	-8	2.8	1	10	0.064
(42) COC(=O)c1ccccc1NC(=O)Nc1ccc(Cl)cn1
→ -0.5	-4	11	4	0	0.1	-4	8	-0.16
(43) COC(=O)CSc1nnc(-c2cnccn2)n1C
→ -0.9	-5	9	-25	0	-0.3	0	12	-0.034
(44) CCCNC(=O)CS(=O)Cc1nc(-c2cccc(OC)c2)oc1C (stereo unspecified)
→ 0.1	1	9	-26	-10	1.1	0	9	nt
(45) Cc1nc([N+](=O)[O-])cn1Cc1cccc([N+](=O)[O-])c1
→ 0.7	24	-2	6	-5	4.2	-1	11	-0.05
(46) Cn1c(=O)[nH]c(=O)c2c1nc(NCc1ccccc1)n2CC(O)c1ccccc1 (stereo unspecified)
→ -1.4	0	3	1	-10	0.9	-9	-6	nt
(47) COCCCN1C(=O)c2ccc(C(=O)Nc3ccc(OC)cc3OC)cc2C1=O
→ -3.1	3	-4	3	-3	-0.1	-5	-7	-0.34
(48) Cc1nnc(SCc2ccc(C(=O)c3ccc(Cl)cc3)o2)n1-c1ccccc1
→ -0.6	1	3	-1	2	0.2	7	13	-1.9
(49) C/C(=N\NC(=O)CN1CCN(S(=O)(=O)c2ccc(C)cc2)CC1)c1cccnc1
→ 1.7	2	-1	0	-7	0.2	-5	-1	2.4
(50) CC(C)(C)CC(=O)Nc1nnc(C(F)(F)F)s1
→ -1.4	9	0	-9	-2	-0.1	9	18	0.16
(51) O=C(Nc1ccccc1C(=O)N1CCOCC1)c1ccncc1
→ -2.2	1	-4	-47	-6	-0.2	-1	10	1.7
(52) Cn1c(=O)c2c(nc(OCc3cccnc3)n2Cc2ccccc2)n(C)c1=O
→ -2.9	8	3	3	2	-0.7	3	15	0.38
(53) COc1ccc(Cn2nnnc2C(c2ccccc2Cl)N2CCC(C(N)=O)CC2)cc1 (stereo unspecified)
→ 0.5	0	-4	-11	-1	-0.2	-4	3	0.035
(54) COc1cc(CN2CCCC(C(=O)c3ccc4c5c(cccc35)CC4)C2)cc(OC)c1O (stereo unspecified)
→ 0.3	17	-6	14	-1	35	-5	11	0.21
(55) CC1=CC(C)(C)N2C(=O)C3(SCC(=O)N3c3ccc(F)cc3)c3cc(C)cc1c32 (stereo unspecified)
→ -1.4	2	4	24	3	0.0	17	11	nt
(56) CCOc1[nH]n(-c2ccccc2)c(=O)c1C=Nc1ccc(OC)cc1
→ -1.9	-5	-5	4	-3	1.5	2	10	4.1*
(57) COc1ccc(Cn2c(/C=C/c3ccccc3)nc3ccccc32)cc1
→ -9.9	3	-1	-168	-6	-0.5	-14	-10	-0.0072
(58) O=c1[nH]ncc(N/N=C\c2ccncc2)c1Cl
→ -2.0	43	13	1	0	11	-1	11	0.087
(59) O=C(Nc1ccc2c(c1)OCO2)c1noc2c1CCCCC2
→ 2.2	0	-5	-8	4	80*	9	29	nt

Assay outcomes: PubChem BioAssay, several laboratories
